# GlmU inhibition – inhibition of mycobacterial GlmU enzyme – biochemical, glucosamine-1-phosphate acetyltransferase (AID 1376); inhibition, %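 (tested at 30 µM in the primary screen)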, or IC50 in µM where a hit was titrated; M. tuberculosis GlmU acetyltransferase enzyme assay; higher % means a stronger effect; actives 0.25% (n = 220,000); in the data active = inhibition above about 13%;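 note: 0% = complete reaction with vehicle and 100% = reaction without substrate; strong numbers were not always called active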
# RmlCD inh 1536 – inhibitors of Mycobacterium tuberculosis RmlC and RmlD coupled enzymes | P9WH09+P9WH11 | RmlC+RmlD coupled enzyme assay, percent inhibition; primary screen in compound mixtures | inhibition, % at 3.6 µM | actives 0.03% (n = 160,000); in the data active = inhibition mostly above about 34%, no sharp cut-off; note: some results filed as inactive read as strong as hits
# Target sequence (P9WH09 whole entry, looked up): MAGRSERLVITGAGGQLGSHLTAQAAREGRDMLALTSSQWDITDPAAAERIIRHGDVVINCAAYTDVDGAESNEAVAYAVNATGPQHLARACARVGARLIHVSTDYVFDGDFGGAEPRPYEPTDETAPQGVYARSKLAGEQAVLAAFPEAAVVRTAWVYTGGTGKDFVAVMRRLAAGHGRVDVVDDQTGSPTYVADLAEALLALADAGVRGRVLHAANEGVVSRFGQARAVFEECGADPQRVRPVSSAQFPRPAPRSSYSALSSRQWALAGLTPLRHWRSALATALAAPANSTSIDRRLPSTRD
# Target sequence (P9WH11 whole entry, looked up): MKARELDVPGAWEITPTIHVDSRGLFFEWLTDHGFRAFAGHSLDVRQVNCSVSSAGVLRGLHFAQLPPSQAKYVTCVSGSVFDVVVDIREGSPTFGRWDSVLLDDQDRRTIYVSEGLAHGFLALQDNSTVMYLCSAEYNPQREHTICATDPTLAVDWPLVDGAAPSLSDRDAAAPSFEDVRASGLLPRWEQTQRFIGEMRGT
# Active calls of the source: *; / = no result given. These rows are one share of the data (hit frequency here may not be typical).
structure,GlmU inhibition,RmlCD inh 1536
COc1ccccc1CCc1nnc(CCC(=O)N(C)Cc2cccc3ncccc23)o1,6.3%,-1
CC1(C)CC(=O)C2=C(C1)NC1=C(C(=O)c3ccccc31)C2c1cc([N+](=O)[O-])ccc1O (centres undefined),-3.2%,-15
O=C(c1cccc2ccccc12)C1CCCN(C(=O)c2ccc(N3CCOCC3)cc2)C1 (centres undefined),5.8%,9
Cc1ccc2c(c1)c1c(n2CC(O)CNC2CCCC2)CCCC1 (centres undefined),-2.3%,14
O=C1Nc2cc(Cl)cnc2N2CCCC12 (centres undefined),3.8%,/
COC(=O)c1ccc(NC(=S)NCCc2ccccc2)cc1,2.4%,9
O=C(Nc1cccc(C(F)(F)F)c1)C(Sc1n[nH]c(=O)[nH]c1=O)c1ccccc1 (centres undefined),5.5%,-11
CC(C)NC(=O)CSc1nc(N)c(-c2ccccc2)c(=O)[nH]1,-0.4%,-11
CC(C)CC(=O)Nc1ccccc1Oc1ccccc1,-3.6%,/
CCOc1ccc(NC(=S)Nc2ccc(OC)cc2)cc1,3.2%,-2
CC(CCCC(C)(C)O)NC(=O)c1ccc(OC2CCN(C(=O)C3CC3)CC2)cc1 (centres undefined),0.1%,-4
CN(C)CCCN(CCCN(C)C)C(=S)Nc1ccc(S(=O)(=O)N2CCOCC2)cc1,-3.5%,10
CN=c1scc(-c2ccc(OC)cc2)n1/N=C(\C)c1cccnc1,6.0%,3
O=C(CSc1ncnc2c1oc1ccccc12)N1CCCc2ccccc21,-3.2%,-14
C#CCOCCOCCOCCNc1nc(N2CCN(C(=O)C([C@@H](C)CC)n3cc(C(N)CC(C)C)nn3)CC2)nc(N2CCN(C(=O)[C@H](CCC(=O)O)n3cc(C(N)CC(C)C)nn3)CC2)n1 (some centres undefined),-4.4%,/
O=c1cnnc(Nc2ccccc2F)[nH]1,1.2%,-9
CCN(CC)c1ccc(C2C(C(=O)OC(C)C)C(=O)CC(C)(O)C2C(=O)OC(C)C)cc1 (centres undefined),-5.3%,86
O=C(CSc1nnc(-c2cccs2)n1-c1ccccc1)NCC1CCCO1 (centres undefined),2.8%,1
COc1ccc(-c2nn(C)c3sc(C(=O)NCc4ccco4)cc23)cc1OC,3.1%,-17
COC(=O)c1cc(C#N)c(N2CC(C)OC(C)C2)nc1C (centres undefined),-2.9%,7
CN(C)CCN(C(=O)c1ccccc1Cl)c1nc2c(Cl)cccc2s1,-2.0%,8
COc1ccc(/C=C/C(=O)Nc2ccncc2)cc1OC,-6.0%,3
O=C(Nc1ccccc1)Nc1nnc(-c2ccccc2)s1,0.3%,0
CCCCNC(=O)N(O)C1N(/N=C/c2cccs2)C(=S)SC1(C)C (centres undefined),7.4%,-8
CC12COC3(C(=O)Nc4ccccc4)CC1CCC32C (centres undefined),-1.8%,-2
N#Cc1cc2c(nc1SCc1ccc(Cl)nc1)CCCCC2,-3.6%,/
CCn1c2ccccc2c2cc(N=C3SC(CC(=O)Nc4ccccc4OC)C(=O)N3C)ccc21 (centres undefined),2.3%,-8
COCCN(Cc1cc2cc(C)ccc2n2nnnc12)C(=S)Nc1ccc(C)cc1,2.6%,-9
CCOc1ccc(OCCCC(=O)O)cc1,1.1%,1
O=C(NCc1ccc(F)cc1)C1CCC(CNc2c(N3CCOCC3)c(=O)c2=O)CC1 (centres undefined),1.3%,43
O=C(NCc1cccs1)C1CCCN(S(=O)(=O)c2cccs2)C1 (centres undefined),1.3%,5
CCOC(=O)c1sc(-c2cccc(C(F)(F)F)c2)nc1O,-5.5%,-3
COc1ccc(OCCC(=O)OCc2c(C)noc2C)cc1,3.9%,-3
CCC(=O)OCc1cc2cccc(C)c2[nH]c1=O,2.8%,/
O=C(Nc1cccc(O)c1)N1CCOCC1,3.7%,/
C=CCNC(=O)C1=NOC(CNC(=O)c2c(-c3ccccc3Cl)noc2C)C1 (centres undefined),2.6%,/
O=C1c2ccccc2S(=O)(=O)N1CC(O)Cn1c2ccccc2c2ccccc21 (centres undefined),2.3%,/
N#Cc1cc(-c2ccccc2)cnc1Cl,-2.5%,/
FC(F)(F)c1ccc2c(c1)nc1n2CCCC1,1.1%,12
CCOC(=O)c1nn(-c2c(C)n(C)n(-c3ccccc3)c2=O)cc1O,2.3%,/
CC(C)n1cc(/C=C2/SC(=O)N(CC(=O)N3CCCC3)C2=O)c2ccccc21,-2.1%,/
O=C(O)CSc1c(-c2cccs2)[nH]c2ccccc12,1.0%,0
Cc1cnc(C(=O)Nc2ccc(C(C)C)cc2)cn1,3.5%,12
CCOC(=O)N1CCN(c2c(NCc3ccc(Cl)cc3)c(=O)c2=O)CC1,1.7%,/
CCC(=O)Nc1ccc(S(=O)(=O)NCc2ccco2)cc1,5.7%,-9
CS(=O)(=O)N1CCC(C(=O)NCCc2ccccc2)CC1,6.3%,-15
CCc1ccc(NC(=O)COn2nnc3ccc(S(=O)(=O)N(C)C)cc32)cc1,1.9%,11
CCOc1ccccc1Oc1cn[nH]c1-c1ccc(OC)cc1O,-2.3%,-10
CCOc1ccc(S(=O)(=O)N2CCN(S(=O)(=O)c3ccc(OCC)cc3)C(C)C2)cc1 (centres undefined),-7.8%,/
O=C(NN1C(=O)C2C3CCC(O3)C2C1=O)c1ccc(Cl)cc1 (centres undefined),-5.3%,1
Cc1ccccc1-n1cc(CNC(=O)CCc2nnc(CCc3ccccc3)o2)cn1,-3.0%,-2
CCOc1ccccc1CN1CCN(Cc2ccc(C)o2)CC1CCO (centres undefined),1.8%,9
CCc1nc(SCc2ccc(C(=O)OC)o2)c2c(=O)n(C)c(=O)n(C)c2n1,-1.7%,4
COCC(=O)OCC(=O)c1cc(C)n(-c2ccc(Br)cc2)c1C,-4.9%,6
C=CCSc1ncccc1C(=O)NCc1ccc(C)cc1,6.3%,/
CCN(CC)C(=O)c1sc(N2C(=O)Nc3ccccc3N2O)c(C(=O)OC)c1C,7.7%,-11
COc1cc(CN2CCNC(=O)C2CC(=O)N2CCc3ccccc3C2)cc(OC)c1 (centres undefined),-1.5%,-9
COc1ccc(N(C)S(=O)(=O)c2cccc(C(=O)Nc3ccc(-n4cnnn4)cc3)c2)cc1,1.5%,/
CCN(C(=O)Cc1ccc(Br)cc1)C1CCCCC1,5.6%,/
CCC(CC)c1nnc(NC(=O)c2cc(C(=O)OC)cc([N+](=O)[O-])c2)s1,2.2%,/

# The listing continues.
structure,GlmU inhibition,RmlCD inh 1536
CCCNC(=S)N1CCC(C(=O)c2ccc(OC)cc2)CC1,-1.5%,8
CCCCOc1ccc(N2C(=O)CC(NCCc3ccc(S(N)(=O)=O)cc3)C2=O)cc1 (centres undefined),1.0%,-7
CCOc1ccc(N(CC(=O)NC(C(C)C)C(C)C)S(=O)(=O)c2ccc(OC)c(OC)c2)cc1,0.9%,1
O=S(=O)(Cc1ccc(Cl)cc1)Nc1ccc2c(c1)OCO2,-0.3%,5
Cc1onc(-c2ccccc2Cl)c1C(=O)NCc1cccs1,-2.0%,-12
CC(C)NC(=O)C1CCN(C2CCN(Cc3cn[nH]c3-c3ccccc3)CC2)CC1,-1.1%,2
COC(=O)C1=C(C)N(C)C(=O)/C1=C\c1ccco1,2.7%,-5
O=[N+]([O-])c1ccc([C@H](O)[C@H](CO)N=Cc2ccccc2O)cc1,0.3%,/
Clc1ccccc1/C=C/C=N/Nc1nc(N2CCOCC2)nc(N2CCOCC2)n1,-0.4%,/
O=Cc1c(Cl)nc2ccccn2c1=O,2.8%,21
Cc1ccc(N2CC(C(=O)Nc3ccc(S(=O)(=O)Nc4nccs4)cc3)CC2=O)cc1 (centres undefined),2.3%,/
CC(C)n1cnc2c(NCc3ccc(S(N)(=O)=O)cc3)nc(NCc3ccc(S(N)(=O)=O)cc3)nc21,-0.2%,/
Cc1nnc(C)n1/N=C/c1cccn1C,2.0%,/
CCCCc1ccc(NC(=S)Nc2cccnc2)cc1,-5.2%,20
O=C(CSc1ncnc2ccccc12)Nc1ccc2c(c1)OCO2,-2.7%,-6
c1ccc(N2CCN(c3nnc(Cc4cccnc4)c4ccccc34)CC2)nc1,5.1%,13
CC(=O)Nc1ccc(C(=O)OCC(=O)Nc2ccc(Cl)cc2C(=O)c2ccccc2)cc1,-1.4%,/
CC1=C(C)C(OCCCl)N(c2cc(O)c(Cl)cc2F)C1=O (centres undefined),-3.5%,11
CN(C(=O)CSc1nc2ccc(Br)cc2c(=O)n1Cc1ccco1)C1CCS(=O)(=O)C1 (centres undefined),2.8%,-3
CN(C1CCCCC1)S(=O)(=O)c1cccc(C#N)c1,-3.0%,63
Cc1nc(N2CCN(C)CC2)c2sc(=S)n(C)c2n1,2.3%,/
COCCn1nnnc1C(c1cccc(OC)c1OC)N1CCN(C2CCCCC2)CC1 (centres undefined),-0.6%,/
OC[C@@H](O)[C@@H](O[C@@H]1O[C@H](CO)[C@H](O)[C@H](O)[C@H]1O)[C@H](O)[C@@H](O)CO,-0.4%,/
c1ccc(OCc2nn3c(Cn4nnc5ccccc54)nnc3s2)cc1,5.3%,/
COC(=O)c1c(-c2cccc3ccccc23)csc1NC(=O)Cc1ccc(OC)c(OC)c1,-2.0%,1
CC(/C=N\N1CCN(Cc2ccc(C)cc2)CC1)=C\c1ccccc1,3.1%,-11
O=C(N/C(=C/c1cccnc1)C(=O)N1CCOCC1)c1ccccc1Br,0.5%,34
c1ccc2c(c1)nc(Nc1ccc3c(c1)OCO3)c1nnnn12,2.3%,66
O=C(c1cccnc1)C1Cc2ccccc2C1=O (centres undefined),2.0%,3
CCOC(=O)CN(c1cccc(C(C)=O)c1)S(C)(=O)=O,0.9%,10
C=CCn1cc(/C=N\NC(=O)c2cc3c(ccc4ccccc43)o2)c2ccccc21,3.0%,10
CCOC(=O)/C(C#N)=C/c1cc2ccccc2nc1N1CCOCC1,1.6%,12
CCSc1nnc(N)s1,-0.5%,4
Cc1c(Cl)cccc1NC(=O)CN1CCN(CCO)CC1,2.8%,/
CC(C)OC(=O)c1c(F)c(F)c(N2CCOCC2)c(F)c1F,-1.9%,5
CN(C)NC(=S)NC1(C)CCS(=O)(=O)C1 (centres undefined),-1.8%,-4
NC1=NC[C@@H](Cc2ccc(O)cc2)N1CCc1cccc2ccccc12,-7.1%,/
CCCCN1C(=O)CC(Sc2ncccc2C(=O)O)C1=O (centres undefined),-6.0%,-13
CC(C)=C1SC(N2CCN(c3cccc(Cl)c3)CC2)=NC1=O,2.4%,-1
C=CCN(CC(=O)NCc1ccccc1)C(=O)c1csnn1,-2.6%,8
CCOC(=O)C1=C(CC)OC(N)=C(C#N)C1c1ccc(OC)cc1OC (centres undefined),3.1%,-1
COc1ccc(OCc2nnc(SC3CCOC3=O)n2-c2ccccc2)cc1 (centres undefined),6.8%,/
NC1=NC(=O)/C(=C/c2cn(CCC(=O)O)nc2-c2ccc(Cl)cc2)S1,4.7%,-14
CSc1nc(C=Nc2ccccc2Cl)c(O)n1Cc1cccc(Cl)c1,-2.1%,/
CCN(C(=O)COC(=O)c1cc2ccccc2cc1O)C1CCS(=O)(=O)C1 (centres undefined),0.7%,/
Cc1ccc(Cn2c(O)c(N=NC(=S)Nc3ccccc3F)c3cc(S(=O)(=O)N4CCOCC4)ccc32)cc1,-9.5%,-1
COc1ccc(C(=O)NCc2cccnc2)cc1S(=O)(=O)N1CCOCC1,-4.9%,9
CCOc1ccc(C(=O)NCCN2CCOCC2)cc1,4.4%,-9
Cc1ccc(N2C(=O)c3oc4ccccc4c(=O)c3C2c2cccc(O)c2)nc1 (centres undefined),-0.6%,/
Cc1ccc(OCCCNC2CCCC2)cc1,3.0%,5
Cc1ccc(CNC(=O)CCNC(=O)Cn2ccc3ccccc3c2=O)cc1,1.1%,/
CCOc1ccc(C(C(=O)NC2CCCCC2)N(C(=O)c2ccccn2)c2cccnc2)cc1 (centres undefined),-0.4%,-7
ClCC1CSC(=NC23CC4CC(CC(C4)C2)C3)O1 (centres undefined),1.5%,11
